DT40 TDP1 no CPT: qHTS for Inhibitors of human tyrosyl-DNA phosphodiesterase 1 (TDP1): qHTS in cells in absence of CPT; DT40 Tdp1-/- hTDP1 cells, no CPT, ATP luminescence, 48 h; Potency, µM (top dose mostly 46.2 µM), without a hit: at the top dose activity change, negative = growth inhibition, actives largely listed as inhibitors; hit rate 15% among 420,000; AID 686978, 2013; active = well fitted inhibition curve with a large enough effect; inconclusive = small, poorly fitted or top-dose-only effect; note: nearly all actives have a fitted effect of over 55% in size
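Cells were dispensed at 400 per well, compounds added by pin tool, plates incubated ≥48 hr at 37 °C, then CellTiter-Glo added for 30 min at room temperature before luminescence reading. Line: DT40 Tdp1-/- complemented with hTDP1; camptothecin omitted.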
Starred values were filed as active, the others as inactive; ? = inconclusive; & = joins results of further samples; ! = repeats disagree. % is set by controls: 0 for no effect and ±100 for the full control effect; potency is the fitted concentration of half-maximal effect. An excerpt, so the mix of outcomes need not match the whole.

Start of the data: the first 6 entries, to show the layout:
smiles,DT40 TDP1 no CPT
CC1(C)C2CC[C@]3(C)[C@H](C(=O)C=C4[C@@H]5C[C@@](C)(C(=O)O)CC[C@]5(C)CC[C@]43C)[C@@]2(C)CC[C@@H]1O[C@H]1O[C@H](C(=O)O)[C@@H](O)[C@H](O)[C@H]1O[C@@H]1O[C@H](C(=O)O)[C@@H](O)[C@H](O)[C@H]1O (stereo not given in full),-6%
CCOC(=O)[C@H](CCc1ccccc1)N[C@@H](C)C(=O)N1Cc2ccccc2C[C@H]1C(=O)O,0.26µM*!
c1cnc2cc3c(cc2n1)[C@@H]1CNC[C@H]3C1,6%
O=c1cc(O)c(Cl)c[nH]1,-12%
NC1CCN(c2nc3c(cc2F)c(=O)c(C(=O)O)cn3-c2ccc(F)cc2F)C1 (stereo not given),8.2µM*
C/C=C/C1=C(C(=O)O)N2C(=O)[C@@H](NC(=O)[C@H](N)c3ccc(O)cc3)[C@H]2SC1,-2%

This part in full, repeating the preview:
smiles,DT40 TDP1 no CPT
CC1(C)C2CC[C@]3(C)[C@H](C(=O)C=C4[C@@H]5C[C@@](C)(C(=O)O)CC[C@]5(C)CC[C@]43C)[C@@]2(C)CC[C@@H]1O[C@H]1O[C@H](C(=O)O)[C@@H](O)[C@H](O)[C@H]1O[C@@H]1O[C@H](C(=O)O)[C@@H](O)[C@H](O)[C@H]1O (stereo not given in full),-6%
CCOC(=O)[C@H](CCc1ccccc1)N[C@@H](C)C(=O)N1Cc2ccccc2C[C@H]1C(=O)O,0.26µM*!
c1cnc2cc3c(cc2n1)[C@@H]1CNC[C@H]3C1,6%
O=c1cc(O)c(Cl)c[nH]1,-12%
NC1CCN(c2nc3c(cc2F)c(=O)c(C(=O)O)cn3-c2ccc(F)cc2F)C1 (stereo not given),8.2µM*
C/C=C/C1=C(C(=O)O)N2C(=O)[C@@H](NC(=O)[C@H](N)c3ccc(O)cc3)[C@H]2SC1,-2%
CCOC(=O)[C@H](CCc1ccccc1)N[C@H]1CS[C@H](c2cccs2)CN(CC(=O)O)C1=O,?
COc1ccccc1OCC1CNC(=O)O1 (stereo not given),6%
Cn1cc(S(C)=O)c(=O)c2ccc(F)cc21 (stereo not given),-1%
CCNC(=O)NCCCOc1cccc(CN2CCCCC2)c1,-6%
CC(C(=O)O)c1ccc2c(c1)CC(=O)c1ccccc1S2 (stereo not given),-11%
CCCCN(CCCC)CC(O)c1cc(Cl)cc2c1-c1ccc(Cl)cc1C2=Cc1ccc(Cl)cc1 (stereo not given),?
CC12CCC(=O)C=C1CCC1C2CCC2(C)C1CCC2(O)C(=O)CO (stereo not given),-20%
CO/N=C(/C(=O)N[C@@H]1C(=O)N2C(C(=O)[O-])=C(C[n+]3ccn4ncccc43)CS[C@H]12)c1nsc(N)n1,-14%&-11%
COc1ccc(-c2cc(=S)ss2)cc1,?
c1cnc2cc3c(cc2n1)C1CNCC3C1,?

Look-ups from the list:
For DT40 TDP1 no CPT, CCNC(=O)NCCCOc1cccc(CN2CCCCC2)c1 is entered as -6%
For DT40 TDP1 no CPT, CO/N=C(/C(=O)N[C@@H]1C(=O)N2C(C(=O)[O-])=C(C[n+]3ccn4ncccc43)CS[C@H]12)c1nsc(N)n1 is entered as -14%&-11%

Quoted at random: two entries already listed, in no set order.
smiles,DT40 TDP1 no CPT
c1cnc2cc3c(cc2n1)C1CNCC3C1,?
CCOC(=O)[C@H](CCc1ccccc1)N[C@@H](C)C(=O)N1Cc2ccccc2C[C@H]1C(=O)O,0.26µM*!

Bioassay records deposited in PubChem by National Center for Advancing Translational Sciences (NCATS).
